High-throughput results deposited in PubChem by National Center for Advancing Translational Sciences (NCATS).
D1 PAM: potentiators of human D1 dopamine receptor; AID 504651; potentiation, % at 10 µM; HEK293 TREx D1 cells, calcium flux, dopamine EC20 potentiation; 0.036% of 360,000 active; P21728; in the data active means potentiation above about 30%; further: 0% is about no effect
Anesthetic bind: candidate novel general anesthetic via apoferritin binding; P02791; apoferritin/1-aminoanthracene competitive binding, fluorescence; Potency, µM (doses to about 77.5 µM), for inactives: at the top dose activity change, negative = displacement, actives largely listed as inhibitors; 0.074% of 350,000 active; AID 485281; further: potency means the concentration at half of the fitted maximal effect; on the % scale 0 is the no-effect control and ±100 the full control effect; nearly all actives have a fitted effect of over 20% in size
Target sequence (P02791 2-175 limits assumed): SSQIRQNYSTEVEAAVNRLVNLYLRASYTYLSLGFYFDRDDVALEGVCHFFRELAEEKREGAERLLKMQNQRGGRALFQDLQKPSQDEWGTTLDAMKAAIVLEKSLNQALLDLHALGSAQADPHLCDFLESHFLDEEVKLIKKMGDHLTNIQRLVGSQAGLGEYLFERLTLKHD
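Apoferritin-based anesthetic binding model; compound displacement of fluorescent 1-AMA measured as endpoint fluorescence after 10 minutes at room temperature, scaled to free-ligand and complex controls.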
D1 antagonist: blocks dopamine activation of the human D1 receptor | activity change, negative = inhibition, % at 10 µM | 3.2% of 360,000 active | HEK293 TREx D1 cells, calcium flux, dopamine EC80; hits give low values; in the data active means activity change below about -30%; further: on the % scale 0 is the no-effect control and ±100 the full control effect
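HEK293 T-REx cells expressing inducible, force-coupled D1 receptor; no-wash Ca dye, 30–90 min RT. Cmpd → 180 s read at 1 Hz → EC80 DA → 180 s read.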
RXFP1 antagonist: blocks the human relaxin receptor RXFP1. Q9HBX9. activity change, negative = inhibition, % at 57.5 µM. AID 1259400. 0.59% of 350,000 active. HEK293-RXFP1, relaxin-stimulated cAMP HTRF, 30 min; hits give low values;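 active means activity change of -60% or lower, but not beyond a set lower limit; inconclusive means change between -60% and -40%, or beyond the set limit; inactive means change above -40%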; further: on the % scale 0 is the no-effect control and ±100 the full control effect
TRHR agonist: TRH receptor (human) agonism; P34981; TRHR cells, calcium flux fluo-8, FDSS agonist mode; activation, % at 2 µM; 0.18% of 360,000 active; AID 493084; in the data active means activation above about 30%; further: 0% is about no effect
Target sequence (P34981 whole entry, looked up): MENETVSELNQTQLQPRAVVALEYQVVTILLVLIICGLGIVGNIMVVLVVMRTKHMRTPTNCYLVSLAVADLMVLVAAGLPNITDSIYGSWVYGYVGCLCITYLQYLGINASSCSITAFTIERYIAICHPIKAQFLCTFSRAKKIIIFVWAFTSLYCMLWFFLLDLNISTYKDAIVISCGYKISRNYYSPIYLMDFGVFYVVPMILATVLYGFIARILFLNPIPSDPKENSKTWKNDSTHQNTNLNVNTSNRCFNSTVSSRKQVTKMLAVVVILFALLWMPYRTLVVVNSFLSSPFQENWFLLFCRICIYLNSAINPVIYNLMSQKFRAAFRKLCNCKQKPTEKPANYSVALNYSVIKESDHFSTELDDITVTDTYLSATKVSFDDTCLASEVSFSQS
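In this calcium-flux screen, cells bearing human TRHR are dye-loaded with fluo-8, baselined for 10 cycles, then exposed to library compounds; positive kinetic calcium responses during the agonist phase mark hits, with TRH as control.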
TRHR PAM: TRH receptor (human) allosteric enhancement. P34981. TRHR cells, fluo-8 calcium fluorescence, EC20 TRH enhancement. enhancement, % at 2 µM. 0.66% of 360,000 active. AID 493056; in the data active means enhancement above about 30%; further: 0% is about no effect
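TRHR-expressing cells loaded with fluo-8 calcium dye were read kinetically (ex 480/em 530) during compound addition, then stimulated with an EC20 of TRH (10 nM final). Enhancement of the Gq-mediated intracellular calcium response was scored.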
RXFP1 ag: agonists of human relaxin receptor RXFP1 | 0.3% of 370,000 active | Potency, µM (series often up to 57.5 µM), for inactives: at the top dose activation, most hits filed as activators | Q9HBX9 | HEK293T-RXFP1 cAMP TR-FRET, 30 min; response scale: percent of porcine relaxin response, buffer zero | AID 2676; further: potency means the concentration at half of the fitted maximal effect; on the % scale 0 is the no-effect control and ±100 the full control effect; nearly all actives have a fitted effect of over 60% in size; many of its hits are not listed in these tables
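Agonist response is measured as cAMP accumulation in an RXFP1-transfected HEK293T line under PDE4 inhibition. Values are scaled between buffer-only and 29 nM porcine relaxin, and EC50s come from standard Hill equation fits.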
D2 PAM: D2 dopamine receptor (human) potentiation. P14416. potentiation, % at 10 µM. HEK293 T-REx D2, calcium flux, EC20 dopamine potentiation. 0.34% of 340,000 active;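 active means potentiation over 3 SD above the plate norm, cut at about 30% in these data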; further: 0% is about no effect
Target sequence (P14416 whole entry, looked up): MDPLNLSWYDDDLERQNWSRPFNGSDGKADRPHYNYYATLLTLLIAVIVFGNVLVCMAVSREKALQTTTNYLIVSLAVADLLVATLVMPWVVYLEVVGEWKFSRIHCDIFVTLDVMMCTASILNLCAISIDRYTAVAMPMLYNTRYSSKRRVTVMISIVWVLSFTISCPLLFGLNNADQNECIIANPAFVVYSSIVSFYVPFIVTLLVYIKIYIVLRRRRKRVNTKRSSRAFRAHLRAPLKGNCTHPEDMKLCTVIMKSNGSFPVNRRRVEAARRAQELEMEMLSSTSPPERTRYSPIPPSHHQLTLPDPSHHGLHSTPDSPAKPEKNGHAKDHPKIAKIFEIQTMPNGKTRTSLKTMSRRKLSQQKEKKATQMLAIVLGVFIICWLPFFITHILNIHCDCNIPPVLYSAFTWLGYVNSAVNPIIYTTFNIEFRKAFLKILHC
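Cells plated with tetracycline inducer and held overnight at 30 C; calcium dye loaded 30–90 min at room temperature; baseline taken, compound added and read 180 s; EC20 dopamine then added and read 180 s.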
D1 ag: human D1 receptor agonism; activation, % at 2 µM; 1% of 360,000 active; P21728; HEK293 T-REx D1 cells, calcium flux, agonist mode; in the data active means activation above about 30%; further: 0% is about no effect
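Inducible HEK293 T-REx D1 cells, force-coupled to calcium signalling, were plated at 4000 cells/well with tetracycline and held overnight at 30 C. After no-wash calcium dye loading, compound-evoked calcium rise over 180 s flagged agonists.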
Starred values were filed as active, the others as inactive; ? = inconclusive; / = no result given; & = joins results of further samples; [ ] = remark or other dose. Unless noted, the call rests on the fitted dose curve; in most records, active means well fitted curve in the direction sought with a large enough effect; inconclusive means small, poorly fitted or top-dose-only effect, or another doubt; inactive means no such curve, though single readings can be large; an effect the other way counts as inactive or inconclusive.

Letter code: A = D1 PAM; B = Anesthetic bind; C = D1 antagonist; D = RXFP1 antagonist; E = TRHR agonist; F = TRHR PAM; G = RXFP1 ag; H = D2 PAM; I = D1 ag
CSc1cccc(NC(=O)c2cc(S(=O)(=O)N3CCCCC3)c[nH]2)c1
  A: -6 | B: -4% | C: -13 | D: / | E: 1.1 | F: 5 | G: -11% | H: 3 | I: 2
CCc1ccccc1NC(=O)c1ccc(-n2c(C)ccc2C)cc1
  A: -3 | B: ? | C: -17 | D: -11 | E: -0.6 | F: -3 | G: 4.2% | H: -4 | I: 2
O=C(COC(=O)/C=C/c1ccc(S(=O)(=O)N2CCCCCC2)cc1)NCc1ccccc1Cl
  A: -7 | B: -10% | C: -1 | D: 8 | E: 0.6 | F: 0 | G: 0.8% | H: -12 | I: 5
COc1cc(NC(=O)c2c3c(nc4ccccc24)C(=O)N(C2CCCCC2)C3)cc(OC)c1
  A: 12 | B: 0% | C: 17 | D: -10 | E: 0.5 | F: -6 | G: -1.9% | H: -29 | I: 3
CC(C)[C@@H]1NC(=O)c2cc([N+](=O)[O-])cc(F)c2NCCC[C@@H](C(N)=O)NC(=O)[C@H](CO)NC1=O
  A: -2 | B: ? | C: 8 | D: / | E: -0.2 | F: 13 | G: 0.0% | H: 15 | I: -5
COc1ccc(NC(=S)NCCC(c2ccccc2)c2ccccc2)c(OC)c1
  A: -5 | B: 4% | C: 18 | D: 7 | E: -1.1 | F: -21 | G: 0.0% | H: 12 | I: 0
CN1CCc2c(sc(NC(=O)c3ccc(C(=O)c4ccccc4)cc3)c2C(N)=O)C1
  A: -3 | B: -19% | C: 21 | D: -19 | E: 1.6 | F: 4 | G: 0.7% | H: -13 | I: 19
CCC(NC(=S)NC1CCCCC1)c1ccc(C(C)C)cc1 (configuration not stated)
  A: -1 | B: -11% | C: -10 | D: / | E: 1.2 | F: -2 | G: 3.1% | H: / | I: 14
Cc1nn2c(C(F)(F)F)cc(-c3ccc(Cl)cc3)nc2c1C(=O)N1CCOCC1
  A: -1 | B: -8% | C: 7 | D: -3 | E: 0.3 | F: 5 | G: 1.9% | H: -4 | I: 1
Cc1ccc(CNC(=O)CCc2c(C)nn(-c3ccc(N4CCOCC4)nn3)c2C)cc1
  A: -2&4 | B: 1%&5% | C: -20&-7 | D: 1 | E: 0.4&-0.1 | F: 3&-7 | G: -0.2%&1.3% | H: -3 | I: 1&-1
COc1ccc(S(=O)(=O)NCc2csc(C)n2)cc1OC
  A: -4 | B: -3% | C: -17 | D: 4 | E: 0.7 | F: -1 | G: 3.9% | H: 13 | I: 2
COc1ccc(Cl)cc1NC(=O)CSc1nc(NS(=O)(=O)c2ccccc2)cc(=O)[nH]1
  A: / | B: -18% | C: 2 | D: -11 | E: -2.0 | F: 1 | G: -1.0% | H: -8 | I: 23
Cc1cccc(NC(=O)C2CC(=O)OC23CCCC3)c1 (configuration not stated)
  A: -1 | B: 3% | C: -8 | D: -10 | E: -0.5 | F: -5 | G: 1.3% | H: 2 | I: 1
CCc1ccc(NC(=O)C(CC)Sc2nc3ccsc3c(=O)n2CCC(=O)O)cc1 (configuration not stated)
  A: -2 | B: -9% | C: -19 | D: -11 | E: 0.3 | F: -3 | G: 0.9% | H: -2 | I: 2
CCC(CC)C(=O)NCc1ccccc1Cl
  A: 9 | B: -19% | C: 1 | D: 11 | E: 0.1 | F: -4 | G: 1.3% | H: -7 | I: -1
CC(=O)c1cccc(-n2c(=O)c3c4c(sc3n(CC(=O)Nc3ccccc3F)c2=O)CN(C(C)=O)CC4)c1
  A: -1 | B: ? | C: 9 | D: / | E: -0.4 | F: 10 | G: -0.1% | H: / | I: -1
COc1cccc(CNC(=O)C(=O)NCC(c2cccs2)S(=O)(=O)c2cccs2)c1 (configuration not stated)
  A: -3 | B: -4% | C: / | D: / | E: 0.2 | F: 0 | G: 0.2% | H: -1 | I: 6
Cc1ccc(Cl)cc1NC(=O)CSc1nc2c(c(=O)[nH]1)CN(Cc1ccccc1)CC2
  A: -3 | B: -10% | C: -81* | D: -30 | E: 0.3 | F: -1 | G: 1.1% | H: 3 | I: 10
O=C(NCCOc1nc(N2CCOCC2)nc(N2CCOCC2)n1)Nc1ccc(Cl)cc1
  A: -3 | B: -8% | C: 1 | D: -6 | E: -0.5 | F: 0 | G: 1.2% | H: 1 | I: 1
CC(=O)Nc1ccc(NC(=O)CSc2nnc3ccc(-c4ccc(F)cc4)nn23)cc1
  A: -2 | B: -7% | C: 3 | D: -7 | E: 0.3 | F: 0 | G: -0.9% | H: -1 | I: -1
CCCCc1cc(=O)oc2cc(OCC(=O)NC(Cc3c[nH]c4ccc(O)cc34)C(=O)O)ccc12 (configuration not stated)
  A: -1 | B: -6% | C: -15 | D: / | E: -0.2 | F: -4 | G: 0.0% | H: -3 | I: 3
Cc1cccn2c(=O)c3cc(C#N)c(=NC(=O)c4ccco4)n(Cc4ccco4)c3nc12
  A: -5 | B: 36%[activator] | C: 0 | D: -10 | E: -0.3 | F: 13 | G: 11% | H: 10 | I: 0
O=C(Cn1ncc2c1-c1ccccc1OC2)N1CCN(c2ccccn2)CC1
  A: 0 | B: -12% | C: 11 | D: 7 | E: -0.6 | F: 6 | G: 9.2% | H: -4 | I: 1
CC1CCc2sc(C(=O)NCc3ccc(F)cc3)cc2C1 (configuration not stated)
  A: 4 | B: ? | C: -27 | D: -10 | E: -0.4 | F: 11 | G: 3.5% | H: -20 | I: 10
CC(C)CCN1CCC(n2nccc2NC(=O)C2CCOC2)CC1 (configuration not stated)
  A: -2 | B: 4% | C: 4 | D: -7 | E: -0.4 | F: 15 | G: -1.6% | H: 13 | I: 5
O=C(O)c1ncc(Cl)c(Cl)c1Cl
  A: 2&18 | B: -1%&-11% | C: 6&-2 | D: -1&25 | E: 0.0&0.1 | F: -6&2 | G: -0.1%&-0.1% | H: 1&5 | I: 1&3
COC(=O)c1ccc2c(=O)n(CCCCCC(=O)NCCc3ccccc3)c(=O)[nH]c2c1
  A: 4 | B: -3% | C: -3 | D: -23 | E: 0.0 | F: 3 | G: 11% | H: 11 | I: 0
O=C(COC(=O)CCOc1ccccc1)Nc1ncc(Cl)cc1Cl
  A: 3 | B: -16% | C: -60* | D: 16 | E: -0.1 | F: 1 | G: 0.0% | H: 10 | I: 0
CCOC(=O)c1ccc(NC(=O)NCc2ccccn2)cc1
  A: -2 | B: -4% | C: -9 | D: 1 | E: -0.1 | F: 2 | G: -2.4% | H: 1 | I: 2
CCCc1nn(C(=O)c2ccccc2)c2c1C(=O)CC(C)(C)C2
  A: -3 | B: -15% | C: 9 | D: -6 | E: 0.0 | F: 4 | G: -0.1% | H: -2 | I: 4
COc1ccc(Cn2c(=O)c3oc4ccccc4c3n(Cc3cccc(C)c3)c2=O)cc1
  A: -4 | B: -12% | C: -1 | D: 4 | E: -0.6 | F: -1 | G: -1.0% | H: -4 | I: 3
CC(C)N(C(=O)NC(=O)Nc1ccccn1)S(C)(=O)=O
  A: 0 | B: -4% | C: -6 | D: -1 | E: 0.4 | F: 3 | G: -1.4% | H: / | I: 2
FC(F)(F)c1ccc(-n2cn[nH]c2=S)cc1
  A: -2 | B: -12% | C: -4 | D: -10 | E: 0.0 | F: 2 | G: -0.2% | H: 1 | I: 2
O=C(CNS(=O)(=O)c1ccc2ccccc2c1)OCC(=O)c1ccc(Br)s1
  A: -3 | B: ? | C: 5 | D: -9 | E: -0.1 | F: 1 | G: 25% | H: 4 | I: 4
O=C(Nc1ccc(C(=O)N2CCN(c3ccc(F)cc3)CC2)cc1)C1=CSCCO1
  A: -6 | B: -15% | C: -13 | D: ? | E: 0.6 | F: 1 | G: -0.2% | H: / | I: 1
CCNC(=O)c1ccc2nc(CCc3ccccc3)oc2c1
  A: 0 | B: 6% | C: 7 | D: -14 | E: 0.0 | F: 2 | G: -0.6% | H: 7 | I: 4
Cc1ccc(C)n1-c1ccc(N(C)C)cc1
  A: -8 | B: ? | C: -20 | D: -12 | E: -0.5 | F: 24 | G: -2.0% | H: 6 | I: 2
Cc1ccc(NC(=O)c2sc3ncn(CC(=O)N4CCN(c5ccccn5)CC4)c(=O)c3c2C)cc1Cl
  A: -2 | B: ? | C: -6 | D: 9 | E: 0.1 | F: 3 | G: 13% | H: 10 | I: 5
CCCCc1ccc(NC(=S)N2CCCC2)cc1
  A: 1 | B: ? | C: -17 | D: 3 | E: -0.4 | F: -13 | G: 2.6% | H: -3 | I: 0
CC1(C(=O)NC2CCCCCCC2)CCC(=O)N1Cc1cccs1 (configuration not stated)
  A: -1 | B: -14% | C: -2 | D: -4 | E: 0.3 | F: 6 | G: 1.5% | H: 11 | I: 0
COc1cccc(N(CC(=O)NCCSCc2ccco2)S(=O)(=O)c2ccccc2)c1
  A: -1 | B: 6% | C: 3 | D: 0 | E: 0.1 | F: 5 | G: 0.3% | H: 8 | I: 4
COc1ccc(OC)c(NC(=O)c2cc(OC(C)=O)cc(C(=O)Nc3cc(OC)ccc3OC)c2)c1
  A: -5 | B: -12% | C: -8 | D: 1 | E: -0.5 | F: 7 | G: -1.0% | H: 7 | I: 0

8 structures out of the list, arranged by SMILES length, lowest first.
Letter code: A = D1 PAM; B = Anesthetic bind; C = D1 antagonist; D = RXFP1 antagonist; E = TRHR agonist; F = TRHR PAM; G = RXFP1 ag; H = D2 PAM; I = D1 ag
O=C(O)c1ncc(Cl)c(Cl)c1Cl
  A: 2&18 | B: -1%&-11% | C: 6&-2 | D: -1&25 | E: 0.0&0.1 | F: -6&2 | G: -0.1%&-0.1% | H: 1&5 | I: 1&3
CCCCc1ccc(NC(=S)N2CCCC2)cc1
  A: 1 | B: ? | C: -17 | D: 3 | E: -0.4 | F: -13 | G: 2.6% | H: -3 | I: 0
FC(F)(F)c1ccc(-n2cn[nH]c2=S)cc1
  A: -2 | B: -12% | C: -4 | D: -10 | E: 0.0 | F: 2 | G: -0.2% | H: 1 | I: 2
CCOC(=O)c1ccc(NC(=O)NCc2ccccn2)cc1
  A: -2 | B: -4% | C: -9 | D: 1 | E: -0.1 | F: 2 | G: -2.4% | H: 1 | I: 2
CC(C)N(C(=O)NC(=O)Nc1ccccn1)S(C)(=O)=O
  A: 0 | B: -4% | C: -6 | D: -1 | E: 0.4 | F: 3 | G: -1.4% | H: / | I: 2
CCCc1nn(C(=O)c2ccccc2)c2c1C(=O)CC(C)(C)C2
  A: -3 | B: -15% | C: 9 | D: -6 | E: 0.0 | F: 4 | G: -0.1% | H: -2 | I: 4
O=C(CNS(=O)(=O)c1ccc2ccccc2c1)OCC(=O)c1ccc(Br)s1
  A: -3 | B: ? | C: 5 | D: -9 | E: -0.1 | F: 1 | G: 25% | H: 4 | I: 4
O=C(Nc1ccc(C(=O)N2CCN(c3ccc(F)cc3)CC2)cc1)C1=CSCCO1
  A: -6 | B: -15% | C: -13 | D: ? | E: 0.6 | F: 1 | G: -0.2% | H: / | I: 1

A portion of the library; count on the stated rates, not on these rows.
